MEP2 TOR yeast – modulators of MEP2-GFP levels in yeast, primary screen, S. cerevisiae, multiplex flow cytometry, MLPCN library | S. cerevisiae MEP2-GFP strain, 3 h; 100% = DMSO control level | GFP response vs DMSO, % at 10 µM | hit rate 0.51% among 330,000;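 active = GFP response versus DMSO above a set limit, roughly screen mean plus 3 SD, cut at about 180% in these data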;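 also: median GFP fluorescence of the barcode-gated MEP2-GFP cells per well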
procasp7 counter – procaspase-7 activators, primary screen, counter-screen for procaspase-3 activator project, biochemical, absorbance, HTS, human; Caspase-7 (Homo sapiens), P55210; recombinant procaspase-7, Ac-DEVD-pNA absorbance 405 nm; D23A/D198A/D206A triple mutant, cannot self-cleave; scale: DMSO 0, 5 µM enzyme 100; activation, % at 8.5 µM; hit rate 0.093% among 330,000; AID 463210, 2010;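 active = percent activation above the screen-wide mean plus 3 SD, cut at about 25% in these data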
Target sequence (P55210 whole entry D23A/D198A/D206A): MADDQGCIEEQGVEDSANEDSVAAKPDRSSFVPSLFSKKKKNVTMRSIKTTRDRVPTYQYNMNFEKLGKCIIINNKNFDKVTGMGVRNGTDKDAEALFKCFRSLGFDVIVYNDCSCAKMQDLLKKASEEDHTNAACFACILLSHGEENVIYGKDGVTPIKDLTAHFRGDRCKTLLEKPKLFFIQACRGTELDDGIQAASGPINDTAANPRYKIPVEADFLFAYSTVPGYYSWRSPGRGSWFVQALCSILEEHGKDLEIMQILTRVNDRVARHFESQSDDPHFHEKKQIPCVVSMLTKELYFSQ
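Material: Procaspase-7 triple mutant (PC-7 D3A) | Quantity: 2 µM procaspase-7 mutant as dispensed | Reagent: DEVD-pNA substrate | Times: 1 h preincubation, 2 h reaction | Technique: 405 nm absorbance of p-nitroaniline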
CR mimetic SO – reduction of superoxide in aged yeast, primary screen, HTS; S. cerevisiae aged cells, superoxide DHE fluorescence; stronger effect = lower value; hit rate 0.18% among 330,000; superoxide response (% of plate mean), % at 10 µM;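 active = superoxide response under a set limit, about three screen SD below normal, cut at about 65% in these data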;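 also: yeast aged for seven days with compound at 30 °C before DHE staining; 100% = average MFI of all compound-treated wells on the plate with controls excluded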
LAP4-GFP MLPCN – modulators of LAP4-GFP expression in yeast, primary screen, S. cerevisiae, multiplex flow cytometry, MLPCN library; AID 2023, 2009; 3 h; median GFP as percent of DMSO wells; GFP response vs DMSO, % at 10 µM; hit rate 0.34% among 320,000;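 active = GFP response vs DMSO above a set limit, about the screen mean plus 3 SD, cut at about 150% in these data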
proCasp3 act – activators of human procaspase-3 D3A mutant, primary screen, biochemical, absorbance, PC-3 D3A mutant, single concentration | Caspase-3 (Homo sapiens), P42574 | hit rate 0.11% among 330,000 | activation, % at 8.5 µM | recombinant procaspase-3 D3A, Ac-DEVD-pNA absorbance 405 nm | AID 463141, 2010;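 active = activation above the mean of all tested compounds plus 3 SD, cut at about 21% in these data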;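 also: 0% = DMSO alone and 100% = DMSO wells spiked with extra 5 µM PC-3 D3A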
Target sequence (P42574 whole entry D9A/D28A/D175A): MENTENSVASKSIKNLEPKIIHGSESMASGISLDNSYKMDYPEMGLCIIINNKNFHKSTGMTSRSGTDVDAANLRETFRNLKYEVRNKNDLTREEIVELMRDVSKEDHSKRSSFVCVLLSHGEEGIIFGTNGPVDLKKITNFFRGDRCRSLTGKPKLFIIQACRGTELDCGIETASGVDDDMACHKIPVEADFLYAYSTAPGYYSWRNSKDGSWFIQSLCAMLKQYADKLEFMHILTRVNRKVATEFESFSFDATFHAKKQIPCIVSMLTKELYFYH
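System: Procaspase-3 D3A mutant. Medium: Zinc-free 300 mM NaCl, 50 mM HEPES, 0.01% Triton X-100. Schedule: 1 h preincubation plus 2 h reaction at 25 °C. Measured by: 405 nm absorbance of p-nitroaniline, reads at 0 and 120 min. Read-out: percent activation relative to control range.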
AHR act – AHR activators, primary screen, cell-based, luminescence, luciferase reporter, human; Aryl hydrocarbon receptor (Homo sapiens), P35869; AHR-responsive luciferase reporter cells; activation, % at 5 µM; hit rate 2.5% among 320,000; in the data active = activation above about 47%;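 also: 0% = vehicle wells and 100% = reference agonist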
RPL19A TOR yeast – RPL19A-GFP expression modulators in yeast, primary screen, cell-based, S. cerevisiae, multiplex flow cytometry, MLPCN. S. cerevisiae RPL19A-GFP strain, 3 h; stronger effect = lower value. percent response vs DMSO, % at 10 µM. hit rate 0.3% among 330,000. AID 2025, 2009;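 active = percent response vs DMSO below 50%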;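 also: median channel GFP fluorescence of the barcoded RPL19A-GFP strain; ratio of sample median GFP to plate DMSO average so 100% = DMSO; lower means less RPL19A-GFP as with rapamycin TOR inhibition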
GASC-1 inh – inhibitors of GASC-1 histone demethylase, primary screen, biochemical, fluorescence, DELFIA europium; Lysine-specific demethylase 4C (Homo sapiens), Q9H3R0; inhibition, % at 2.35 µM; GST-JMJD2C(1-420) H3K9me3 demethylation; hit rate 0.069% among 330,000;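 active = more than half of a compound's replicate wells show inhibition beyond 50%, single wells judged on their own value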;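 also: signal counts dimethyl H3K9 product captured on neutravidin plate; 0% = median of DMSO wells and 100% = 0.3 times that DMSO median; strong numbers were not always called active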
Target sequence (Q9H3R0 1-420 limits assumed): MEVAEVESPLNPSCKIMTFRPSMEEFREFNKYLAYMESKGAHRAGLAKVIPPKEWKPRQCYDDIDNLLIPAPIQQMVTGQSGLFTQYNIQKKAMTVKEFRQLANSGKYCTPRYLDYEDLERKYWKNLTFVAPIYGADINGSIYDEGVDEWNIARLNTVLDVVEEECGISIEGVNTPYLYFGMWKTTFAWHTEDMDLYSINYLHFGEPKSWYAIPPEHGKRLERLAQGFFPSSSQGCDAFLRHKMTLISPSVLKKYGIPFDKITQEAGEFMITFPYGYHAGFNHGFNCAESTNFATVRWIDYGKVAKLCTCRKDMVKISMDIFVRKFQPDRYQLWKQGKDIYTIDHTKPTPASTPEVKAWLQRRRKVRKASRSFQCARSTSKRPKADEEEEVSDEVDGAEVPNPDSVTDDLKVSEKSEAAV
Numbers without * were called inactive; nt = not tested or not shown; & = joins results of further samples. Rows were taken by chance; about 3.8% have a hit in one of these screens.

nr	Structure	procasp7 counter	GASC-1 inh	AHR act	CR mimetic SO
1	O=C(CSCc1ccc(Cl)cc1)NCc1ccccn1	2	-75	-1	111
2	CN(C)/N=C/c1c(O)ccc2ccccc12	1	2	11	95
3	COc1ccc(C2N(c3ccccn3)C(=O)C3CCCN32)c(OC)c1 (stereo not given)	3	1	2	94
4	CCN1CC(=O)Nc2cc(S(=O)(=O)N3CCOCC3)ccc21	1	67	1	92
5	CC1C[C@@]2(NC(=O)NC2=O)C(C)CN1C (stereo not given in full)	5	-29	-1	92
6	CC1C/C(=N/NC(=O)c2ccc(CSc3nc4ccccc4[nH]3)cc2)CC(C)(C)C1 (stereo not given)	15	-2	1	83
7	COC(=O)C(Cc1ccc(O)cc1)NC(=O)CCOc1ccc(OC)cc1 (stereo not given)	-9	-13	0	99
8	CC(CNC(=O)c1cc(COc2c(F)cccc2F)on1)Oc1cccnc1 (stereo not given)	7	1	11	121
9	COc1ccc(Cl)c(Cn2c(NCC(C)O)nc3c2c(=O)n(C)c(=O)n3C)c1 (stereo not given)	4	9	-1	92
10	CCOC(=O)CSc1nc2cc3c(cc2cc1C)OCO3	-11	0	2	92

nr	RPL19A TOR yeast	proCasp3 act	LAP4-GFP MLPCN	MEP2 TOR yeast
1	103	1	86	101
2	93	-3	97	97
3	94	0	95	99
4	106	-4	104	105
5	89	6	88	96
6	111	8	101	102
7	99	-7	92	97
8	100	-11	95	98
9	94	2	90	96
10	108	3	97	105

Next entries follow:
nr	Structure	procasp7 counter	GASC-1 inh	AHR act	CR mimetic SO
11	CC(=O)N(C)Cc1ccc(C(=O)CCl)cc1	0	12	-1	104
12	COC(=O)c1ccccc1NC(=O)Cn1c(CCC(=O)O)ccc1-c1cccs1	-3	-15	8	102
13	O=C(CSc1nnc(-c2ccc(Cl)cc2)n1-c1ccccc1)N/N=C/c1ccccc1C(=O)O	2	-12	-1	105
14	CC1=C(C(=O)Nc2cccnc2)C(c2cccnc2)n2ncnc2N1 (stereo not given)	0	-7	-1	90
15	Cc1ccc(CS(=O)Cc2ccc(C(=O)NC3CCCCCC3)o2)cc1 (stereo not given)	-5	4	3	86
16	O=C(NCCN1CCN(C(=O)Nc2ccccc2)CC1)Nc1ccccc1	3	-5	-2	96
17	Cc1cc(C)c(C)c(S(=O)(=O)N2CCC(C(=O)NCCCN3CCCC3=O)CC2)c1C	-6	1	1	112
18	Cc1nc(-c2ccncc2)nc(NCCNc2ccc(C(F)(F)F)cn2)c1Cl	10	-2	1	92
19	CCOC(=O)NCCc1ccc(OC)cc1	1	1	-3	111
20	Cc1ccc(S(=O)(=O)N2CCN(C(=O)Cn3c(=O)oc4ccccc43)CC2)c(C)c1	8	nt	2	92

nr	RPL19A TOR yeast	proCasp3 act	LAP4-GFP MLPCN	MEP2 TOR yeast
11	100	0	102	102
12	92	-9	95	106
13	104	-4	102	104
14	103	0	91	104
15	104	10	102	102
16	98	4	105	104
17	97	-2	110	101
18	100	7	112	103
19	110	7	107	108
20	97	9	99	99

Of the compounds above, 5 have a Cl atom:
nr	Structure	procasp7 counter	GASC-1 inh	AHR act	CR mimetic SO
1	O=C(CSCc1ccc(Cl)cc1)NCc1ccccn1	2	-75	-1	111
9	COc1ccc(Cl)c(Cn2c(NCC(C)O)nc3c2c(=O)n(C)c(=O)n3C)c1 (stereo not given)	4	9	-1	92
11	CC(=O)N(C)Cc1ccc(C(=O)CCl)cc1	0	12	-1	104
13	O=C(CSc1nnc(-c2ccc(Cl)cc2)n1-c1ccccc1)N/N=C/c1ccccc1C(=O)O	2	-12	-1	105
18	Cc1nc(-c2ccncc2)nc(NCCNc2ccc(C(F)(F)F)cn2)c1Cl	10	-2	1	92

nr	RPL19A TOR yeast	proCasp3 act	LAP4-GFP MLPCN	MEP2 TOR yeast
1	103	1	86	101
9	94	2	90	96
11	100	0	102	102
13	104	-4	102	104
18	100	7	112	103

(next part)
nr	Structure	procasp7 counter	GASC-1 inh	AHR act	CR mimetic SO
21	O=C(/C=C/c1cccc(C(F)(F)F)c1)N1CCN(c2ccccn2)CC1	8	8	17	116
22	Cc1occc1C(=O)N1CCN(c2ccc(Cl)c(Cl)c2)CC1	3	5	-2	122
23	O=C(CSc1nc(N2CCOCC2)nc(N2CCOCC2)n1)Nc1ccc(Cl)cc1Cl	5	3	0	90
24	COc1ccc(OCC(=O)NC(=S)NNC(=O)COc2ccc(Br)cc2Cl)cc1	-10	4	1	103
25	COC(=O)c1c(NC(=O)C(C)(C)C)sc2c1CCN(Cc1ccccc1)C2	-4	2	4	81
26	COc1ccc(C2(CNC(C)=O)CCCC2)cc1OC	8	-1	4	87
27	CCO[C@H]1OC(C(=O)NC2CC2)=C[C@@H](c2ccccc2)[C@@H]1CCCO	-3	-1	3	103
28	COc1ccc(CCNC(=O)C2CCN(C(=O)c3ccc(OC)c(OC)c3)CC2)cc1	2	0	5	102
29	Cc1ccnc(NS(=O)(=O)c2ccc(NC(=O)CCS(=O)(=O)c3ccccc3)cc2)n1	8	0	3	95
30	CC(C)CCNC(=O)COC(=O)c1ccc(Br)o1	-1	-1	0	105

nr	RPL19A TOR yeast	proCasp3 act	LAP4-GFP MLPCN	MEP2 TOR yeast
21	104	-2	95	100
22	96	13	104	105
23	107	0	96	99
24	98	-1	119	97
25	98	3	103	96
26	99	4	106	100
27	104	7	102	97
28	97	-3	97	95
29	98	-3	97	95
30	102	4	97	102

Next part
nr	Structure	procasp7 counter	GASC-1 inh	AHR act	CR mimetic SO
31	COc1ccc(C2/C(=C(\O)c3ccc4c(c3)OCCO4)C(=O)C(=O)N2CCCN(C)C)cc1 (stereo not given)	-45	-5&1	4	97
32	CCCCNC(=O)OCCSCCS(=O)(=O)c1ccc(Cl)cc1	6	-13	1	95
33	N/C(=N\OC(=O)COc1ccc(Cl)cc1)c1ccc(Cl)cc1	10	128	1	123
34	COc1cccc(-c2csc(N3CCN(C(=S)Nc4cccc(C)c4)CC3)n2)c1	-11	-47	13	102
35	CCC(C)C(NC(=O)/C(=C\c1ccccc1)NC(=O)c1ccc(OC)cc1)C(=O)O (stereo not given)	1	-6	-1	97
36	CS(=O)(=O)N1CCC(c2noc(-c3ccc(C(F)(F)F)cc3)n2)CC1	19	2	-1	102
37	CSc1nc(Sc2ccccc2)c2ccccc2n1	8	-4	-1	89
38	O=C(Nc1c[nH]c(=O)[nH]c1=O)c1ccc([N+](=O)[O-])cc1	5	-2	-2	152
39	CCNC(=O)CSc1nc2ccccc2c(=O)n1-c1cccc(OC)c1	5	-4	-1	95
40	CN(CCc1cn[nH]c1)Cc1nc(Cc2ccccc2F)no1	14	-10	3	98

nr	RPL19A TOR yeast	proCasp3 act	LAP4-GFP MLPCN	MEP2 TOR yeast
31	105	0	106	117
32	95	9	108	93
33	96	10	100	101
34	95	-5	103	65
35	101	-3	99	98
36	102	-6	94	108
37	95	6	97	98
38	101	6	115	100
39	94	7	108	99
40	109	-1	87	103

Next section:
nr	Structure	procasp7 counter	GASC-1 inh	AHR act	CR mimetic SO
41	N#CC(c1ccc(O)cc1)c1ncc(C(F)(F)F)cc1Cl (stereo not given)	5	4	1	98
42	NC(=O)c1ccccc1NC(=O)Nc1cccc2ccccc12	2	3	5	110
43	CC(=O)NCCn1c(SCC(=O)NC2CCCCC2)nc2ccccc2c1=O	1	-2	1	100
44	Cc1cc(NCCO)c2ccccc2n1	-1	10	7	100
45	CCN(CC)C(=O)CSc1nnc(CNc2ccc(F)cc2)o1	13	11	2	92
46	O=C(N/C(=C\c1cccnc1)c1nc2ccccc2[nH]1)c1cccc(Br)c1	5	9	17	100
47	C[C@H](OC(=O)N1CCN(C(c2ccccc2)c2ccccc2)CC1)[C@@H]1O[C@@]2(C)CCC[C@H]1O2	1	-4	-3	102
48	Cc1cc(C)cc(NC(=O)CN2CCN(c3ccccc3)CC2)c1	-3	-32	1	104
49	Cc1ccc(S(=O)(=O)NCC(=O)N(CC(=O)NCc2ccco2)Cc2ccco2)cc1	-6	8	1	114
50	C/C(=N/N=C(/N)SCc1ccccc1)C(C)(C)C	-2	2	4	99

nr	RPL19A TOR yeast	proCasp3 act	LAP4-GFP MLPCN	MEP2 TOR yeast
41	87	-10	95	90
42	99	-6	98	98
43	86	2	82	88
44	99	1	101	100
45	97	-1	103	99
46	108	2	103	120
47	102	1	107	100
48	109	5	87	108
49	96	-6	91	95
50	92	6	109	93

Continued; the last 3 above are carried over.
nr	Structure	procasp7 counter	GASC-1 inh	AHR act	CR mimetic SO
48	Cc1cc(C)cc(NC(=O)CN2CCN(c3ccccc3)CC2)c1	-3	-32	1	104
49	Cc1ccc(S(=O)(=O)NCC(=O)N(CC(=O)NCc2ccco2)Cc2ccco2)cc1	-6	8	1	114
50	C/C(=N/N=C(/N)SCc1ccccc1)C(C)(C)C	-2	2	4	99
51	CN(Cc1ccncn1)C(=O)CC1C(=O)NCCN1Cc1cccc(Oc2ccccc2)c1 (stereo not given)	-4	3	-2	97
52	CC(C)N(Cc1cc2ccccc2[nH]c1=O)C(=O)c1cccnc1	9	7	-3	104
53	CCCCN(CC)CCNC(=O)C1CCN(S(=O)(=O)c2cccc3nsnc23)CC1	-5	-4	0	106
54	C=CCSc1nnc(NC(=O)Cn2cnc3c2c(=O)n(C)c(=O)n3C)s1	4	-1	2	109
55	O=C1N(c2ccc(Cl)c(Cl)c2)CN(Cc2ccccc2)CN1n1cnnc1	8	-11	1	93
56	CCC(=O)Nc1ccc(OCc2nnc3c4ccccc4c(C)nn23)cc1	-14	-6	3	88
57	Cc1ccc(C2C(=O)N(C3CCC(C)CC3)CC(=O)N2C2CCCC2)cc1 (stereo not given)	-14	-2	4	96
58	CCc1ccc(NC(=O)C(C)Sc2nc(-c3ccco3)c(C#N)c(=O)[nH]2)cc1 (stereo not given)	-14	-3	4	116
59	O=C(Nc1ccc(-c2cn3ccsc3n2)cc1)C1CCCC1	4	-2	1	99
60	Cc1cc2c(cc1S(=O)(=O)CCC(=O)NCCc1ccccc1)OCC(=O)N2	2	-1	4	81
61	O=C(Oc1oc(-c2ccco2)nc1C=Nc1ccc(Cl)cc1)c1ccco1	-9	2	46	101
62	COc1cc(C#N)ccc1OC(=O)c1cccc(S(=O)(=O)N2CCN(C)CC2)c1	2	-12	3	97
63	COc1ccc(C(=O)NC(C)CCc2ccccc2)c(O)c1 (stereo not given)	nt	4	nt	105

nr	RPL19A TOR yeast	proCasp3 act	LAP4-GFP MLPCN	MEP2 TOR yeast
48	109	5	87	108
49	96	-6	91	95
50	92	6	109	93
51	105	2	114	109
52	97	1	97	103
53	98	3	98	94
54	97	7	100	104
55	99	-5	99	103
56	104	-3	106	104
57	102	2	102	103
58	95	-16	100	103
59	93	-7	nt	104
60	99	3	100	98
61	91	-23	230*	96
62	105	-10	92	106
63	105	nt	131	152
